FBW7 act: FBW7 E3 ligase activators, primary screen, biochemical, AlphaScreen, human; F-box/WD repeat-containing protein 7 (Homo sapiens), Q969H0; AlphaScreen FBW7–phospho-cyclin E peptide binding, activator screen; normalized activity (activation), % at 26.1 µM; hit rate 0.13% among 650,000; AID 1259310, 2017; in the data active = normalized activity above about 1.9%;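 also: purified mutant Fbw7 with reduced substrate affinity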
MITF primary: MITF inhibitors, primary screen, biochemical, AlphaScreen, human. hit rate 0.91% among 650,000. inhibition, % at 2.6 µM. AID 1259374, 2018. Microphthalmia-associated transcription factor (Homo sapiens), O75030. AlphaScreen MITF homodimerization, bead proximity signal; in the data active = inhibition above about 50%;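 also: 0% = vehicle wells with protein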
Target sequence (O75030 whole entry, looked up): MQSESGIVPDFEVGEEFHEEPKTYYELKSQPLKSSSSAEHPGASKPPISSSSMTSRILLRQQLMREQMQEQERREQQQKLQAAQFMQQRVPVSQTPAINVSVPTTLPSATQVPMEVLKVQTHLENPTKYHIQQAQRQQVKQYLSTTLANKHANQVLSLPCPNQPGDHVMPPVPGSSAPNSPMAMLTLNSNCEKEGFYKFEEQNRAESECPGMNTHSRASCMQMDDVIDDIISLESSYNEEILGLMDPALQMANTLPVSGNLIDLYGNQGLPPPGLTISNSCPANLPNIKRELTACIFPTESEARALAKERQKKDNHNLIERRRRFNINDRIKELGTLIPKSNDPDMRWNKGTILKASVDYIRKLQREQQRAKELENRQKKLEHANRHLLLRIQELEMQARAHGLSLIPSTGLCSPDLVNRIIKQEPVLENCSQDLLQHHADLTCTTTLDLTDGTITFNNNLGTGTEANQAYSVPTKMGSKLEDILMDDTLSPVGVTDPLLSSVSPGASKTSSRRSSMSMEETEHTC
TEAD-YAP block: TEAD-YAP interaction inhibition, primary screen, TEAD-YAP interaction inhibitor project, luminescence, HEK-TIYL cells; TEAD-Gal4/YAP UAS-luciferase luminescence; inhibition, % at 9.12 µM; hit rate 1.4% among 640,000; AID 1259422, 2018; in the data active = inhibition above about 32%;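 also: 0% = median of test compound wells and 100% = reference inhibitor wells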
GPR151 ag: activators of human GPR151, primary screen, cell-based, PathHunter beta-arrestin, luminescence; PathHunter beta-arrestin GPR151 cells; G-protein coupled receptor 151 (Homo sapiens), Q8TDV0; activation, % at 11.2 µM; AID 1508602, 2020; hit rate 1% among 650,000; in the data active = activation above about 4.9%;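 also: 0% = median of compound wells and 100% = cells with positive control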
Target sequence (Q8TDV0 whole entry, looked up): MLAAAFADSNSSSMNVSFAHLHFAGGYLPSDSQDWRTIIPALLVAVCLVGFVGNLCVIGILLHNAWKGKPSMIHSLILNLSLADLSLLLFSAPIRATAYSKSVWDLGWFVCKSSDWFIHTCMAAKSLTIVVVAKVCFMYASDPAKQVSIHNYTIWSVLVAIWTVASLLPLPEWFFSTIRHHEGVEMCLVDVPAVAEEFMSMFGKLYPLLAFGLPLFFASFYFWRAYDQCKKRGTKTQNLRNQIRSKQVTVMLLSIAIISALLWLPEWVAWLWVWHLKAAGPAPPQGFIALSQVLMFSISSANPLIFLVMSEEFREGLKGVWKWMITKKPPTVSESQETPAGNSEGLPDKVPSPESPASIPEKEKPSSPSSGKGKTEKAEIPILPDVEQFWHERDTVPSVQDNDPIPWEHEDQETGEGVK
Starred values were filed as active, the others as inactive; nt = no result given; & = joins results of further samples.

entry	SMILES	FBW7 act	MITF primary	TEAD-YAP block	GPR151 ag
1	COc1cccc(C(=O)Nc2sc3c(c2C(N)=O)CC(C)(C)NC3(C)C)c1OC	-0.1	7	-7	0.4
2	CN(CC(=O)N1CCOCC1)C(=O)CSc1nc2ccccc2s1	-0.1	1	1	0.1
3	O=C(/C=C/c1ccccc1)Nc1ccc2ccccc2c1	0.1	20	-63	-0.2
4	OCCCNCc1[nH]c2ccccc2c1Cl	0.1	-13	-1	-0.6
5	N#Cc1c(C(F)(F)F)cc(-c2ccccc2)nc1SCC(=O)N1c2ccccc2Sc2ccc(Cl)cc21	0.6	-5	0	0.5
6	NC1CCN(Cc2ccn(-c3ccnc(Nc4ccc(N5CCOCC5)cc4)c3)n2)CC1	0.6	13	-5	1.3
7	O=C(Nc1nnc(-c2ccco2)s1)c1ccccc1I	-0.1	-9	-50	0.0
8	CC(=O)c1ccc(C(=O)Nc2cccc3c2C(=O)c2ccccc2C3=O)cc1	0.0	-6	-1	0.7
9	Cc1nc(N2CCC(C)CC2)c2c(C)c(C(=O)Nc3cc(C)on3)sc2n1	-0.1	-10	3	0.2
10	Cc1ccc(S(=O)(=O)Cn2nnnc2CN2CCN(c3cc(C)ccc3C)CC2)cc1	0.0	16	3	0.8
11	Cc1ccc(Nc2cc(N3CCCC(C)C3)c3nonc3c2[N+](=O)[O-])c(C)c1 (stereo not given)	0.2	4	4	1.1
12	COc1ccc(C)cc1NC(=O)c1sc2nc(C)nc(N3CCCCC3C)c2c1C (stereo not given)	0.0	-6	-7	-0.1
13	CCC(=O)c1cc2c(C)cc(=O)oc2c(C)c1OC	0.6	9	22	-0.2
14	COCC(=O)Nc1cccc(Br)c1	0.1	36	5	-0.1
15	CC1=C(C(=O)OC2CCCCC2)C(c2cccs2)C2=C(CC(C)(C)CC2=O)N1 (stereo not given)	1.0	21	14	-0.2
16	CCOC(=O)c1ccc(NS(=O)(=O)c2ccc(OCC(=O)OC)c(C)c2)cc1	0.0	3	3	2.7
17	Cc1cc(=O)oc2cc(OCC(=O)OCC(=O)NCc3ccco3)ccc12	0.1	15	4	2.0
18	CCc1ccccc1N(CC(=O)Nc1cccc(N(C)S(C)(=O)=O)c1)S(C)(=O)=O	0.0	9	21	-1.1
19	CCc1nc(NC(=O)c2cccc(Br)c2)sc1C(=O)OC	0.2	1	2	-1.0
20	O=C(CN1C(=O)c2ccccc2C1=O)NC1(C(=O)Nc2cccc(Cl)c2)CCCCC1	0.2	14	10	-0.6
21	O=C(Nc1c2c(nn1-c1ccc(Cl)cc1)CS(=O)(=O)C2)c1ccc(Cl)cc1	0.0	-1	2	1.2
22	CCNC(=S)N1CCN(C(=S)c2ccc(N(C)C)cc2)CC1	0.1	12	-4	-1.7
23	C=CCn1c(SCC2OCCO2)nc2cc(C(=O)NCC3CCCO3)ccc2c1=O (stereo not given)	0.1	25	15	-0.4
24	CCCCCN(C(=O)NC(=O)Nc1ccc(Cl)cn1)S(C)(=O)=O	0.0	0	4	1.8
25	Cc1ccc(CCC(=O)N2CCC3(CC2)CC3C(=O)NCCc2ccccn2)cc1 (stereo not given)	1.0	24	14	-1.3
26	CCNc1nc(NCC)n2c(SCC(=O)Nc3cccc(C(F)(F)F)c3)nnc2n1	0.5	16	7	-0.9
27	CCN1CCN(c2cc(C)c(C#N)c3nc4ccccc4n23)CC1	-0.1	-2	-7	-1.2
28	CCCNc1cc(C)nc(-c2c(C)nn(C)c2C)n1	0.1	14	4	-0.8
29	O=[N+]([O-])c1ccc(CN2CCN(c3ccccc3F)CC2)s1	-0.1	53*	-7	0.9
30	Cc1cc(O)c2c(c1)C(=O)c1cc(O)cc(O)c1C2=O	-0.1&-0.2	3&-21	-3&-3	-3.1&-0.1
31	COc1ccc(C2C3=C(CC(C)(C)CC3=O)OC3=C2C(=O)CC(C)(C)C3)cc1O	-0.1	-5	1	-1.5
32	Cc1cc(C)c2c(NCc3ccc(F)cc3)n[nH]c2n1	0.1	3	-11	0.4
33	COc1cc2c(cc1OC)C(c1cccc(F)c1)N(C(C)=O)CC2 (stereo not given)	0.3	29	-2	-0.9
34	CC(C)CO/N=C1\C[C@@H](O)[C@@H](O)[C@@H]2[C@@H]3C(=O)N(C4CCCCC4)C(=O)[C@@H]3CC[C@H]12	-0.1	-2	nt	0.7
35	N#Cc1ccccc1NC(=O)COC(=O)c1cc([N+](=O)[O-])ccc1Cl	0.0	0	1	-0.7
36	CCCCN(C)C(=O)CCc1nnc(CCc2ccccc2OC)o1	0.0	-11	-36	0.5
37	C=CCN(CC=C)C(=O)C1CCCN(c2nc(C)c3ccc(S(C)(=O)=O)cc3n2)C1 (stereo not given)	0.2	1	-10	1.0
38	CCOc1ccccc1-n1c(C)nc2cc(C(=O)NCCOC)ccc21	-0.1	4	17	0.8
39	COc1nc(C)cc(C)c1C(N)=O	0.1	-4	8	0.5
40	CC(C)c1ccc(NC(=O)c2ccc(N)cc2)c(N)c1	0.1	-3	-50	5.8*
41	CCCNC(=O)Cn1cnc2sc(C(=O)N3CCCc4ccccc43)c(C)c2c1=O	0.3	14	-16	-0.2
42	O=C(/C=C\c1cn(-c2ccccc2)nc1-c1ccc(F)cc1)N1CCCCC1	0.0	-2	3	1.7
43	CC(=O)Nc1ccc(Nc2cc(Nc3ccnn3C)ncn2)cc1	0.1	14	1	-0.8
44	O=[N+]([O-])c1cccc(S(=O)(=O)Nc2ccc(I)cc2)c1	0.1	-2	6	-0.3
45	COc1ccc(CCN2CCc3nc4ncc(Cl)cc4cc3C2)cc1OC	-0.1	12	0	2.6
46	C=CCN(c1ccccc1)S(=O)(=O)c1ccc2[nH]cc(C(=O)N(Cc3ccco3)CC3CCCO3)c(=O)c2c1 (stereo not given)	0.1	-2	-3	1.2
47	O=C(O)C1C2C=CC3(CN(C(c4ccccc4)c4ccccc4)C(=O)C13)O2 (stereo not given)	0.2	16	13	1.4
48	CC(=O)c1cccc(-c2nc(C(=O)NC3CCN(Cc4ccccc4)CC3)cs2)c1	0.3	15	-12	9.9*
49	O=S(=O)(C1CC1)N1CCC(c2ccccc2)C1 (stereo not given)	0.2	1	-9	0.0
50	Cc1ccc(OCC(=O)Nc2nnc(S(=O)(=O)N3CCc4ccccc43)s2)cc1	-0.2	-9	-7	4.5
51	COc1ccc(C(=O)On2c(-c3ccccc3)cc3ccccc32)cc1	0.2	6	-15	-1.4
52	O=C1OC(c2ccc(F)cc2)=N/C1=C\c1ccc(-c2cccc([N+](=O)[O-])c2)o1	0.1	8	9	-2.1
53	COc1ccc(NC(=O)C=C(C)C)c([N+](=O)[O-])c1	0.0	13	-8	-0.4
54	O=C(COc1ccccc1)Nc1cnn(CC(=O)N2CCCC(c3ccccc3)CC2)c1 (stereo not given)	0.1	6	0	0.0
55	O=C(Nc1onc2c1CCCC2)c1cccc(Oc2ccccc2)c1	0.0	0	-9	1.5
56	OCC1(Cc2cccc(Cl)c2)CCCN(Cc2ccccn2)C1 (stereo not given)	-0.2	1	-1	-1.0
57	CC(C)(C)c1ccc(COC(=O)CNC(=O)c2ccccc2)cc1	0.2	11	6	0.5
58	Cc1cc2nc3s/c(=C/c4c(C)[nH]c5ccccc45)c(=O)n3c2cc1C	0.5	2	-3	0.0
59	CN(CC(=O)O)S(=O)(=O)c1cccc2nsnc12	0.1	-6	-8	0.3
60	CC(C)C(NC(=O)C1CCCCC1)C(=O)NCCc1ccccc1 (stereo not given)	0.0	3	2	2.6

Next section:
entry	SMILES	FBW7 act	MITF primary	TEAD-YAP block	GPR151 ag
61	O=C(O)CCC(=O)N1CCc2cc(S(=O)(=O)NCC3CCCO3)ccc21 (stereo not given)	-0.2	-5	-2	0.2
62	Cc1ccc(-n2nc3c(c2NC(=O)c2ccc(C(C)(C)C)cc2)CSC3)c(C)c1	-0.1	8	4	0.8
63	O=C(CN1C(=O)C2C3C=CC(C3)C2C1=O)NCc1ccc2c(c1)OCO2 (stereo not given)	-0.1	-9	-2	1.4
64	C=CCSCC1Nc2cc(Cl)c(S(N)(=O)=O)cc2S(=O)(=O)N1 (stereo not given)	0.0&0.2	-9&14	-1	2.0&-3.0
65	COc1ccc2c(c1)CC(C(=O)Nc1ccc(-c3cn[nH]c3)cc1N(C)C1CCN(C)C1)CO2 (stereo not given)	-0.4	10	-10	0.9
66	COC(=O)c1ccccc1NC(=O)c1cc(OC)c(OC)cc1[N+](=O)[O-]	0.7	-19	-6	-1.8
67	COc1cccc(NC(=O)CCC(=O)Nc2ccc3nc(N4CCOCC4)cc(C)c3c2)c1	0.2	14	-40	-0.3
68	O=C(/C=N/O)Nc1ccc(C(=O)O)cc1	0.0	3	4	-1.2
69	CC(=O)Nc1ccc(-c2csc(Nc3ccccc3Br)n2)cc1	0.2	-2	-35	-2.3
70	O=C(NC1CCCC1)C1CCC(=O)N1C1CCCCC1 (stereo not given)	0.0	4	4	3.8
71	Cc1ccccc1C1(CC(=O)N2CC3CCC2C3)CC(=O)N(Cc2ccncc2)C1=O (stereo not given)	-0.2	-6	2	-0.2
72	CN(C)C(=O)c1c([N+](=O)[O-])cnn1C	0.1	2	7	-1.7
73	Cc1cccc(C)c1NC(=O)C1(NC(=O)CN2C(=O)c3ccccc3C2=O)CCCC1	0.0	2	0	-0.6
74	COCC1CCCCN1C(=O)CCc1nnc(-c2ccsc2)o1 (stereo not given)	-0.1	-8	-52	3.2
75	CCCC1=NN2C(=N)/C(=C/c3ccc(OCCOc4cc(C)ccc4C(C)C)c(OCC)c3)C(=O)N=C2S1	0.0	-8	7	0.3

Sorted by molecular weight (smallest number first): seven of the compounds above
entry	SMILES	FBW7 act	MITF primary	TEAD-YAP block	GPR151 ag
3	O=C(/C=C/c1ccccc1)Nc1ccc2ccccc2c1	0.1	20	-63	-0.2
24	CCCCCN(C(=O)NC(=O)Nc1ccc(Cl)cn1)S(C)(=O)=O	0.0	0	4	1.8
42	O=C(/C=C\c1cn(-c2ccccc2)nc1-c1ccc(F)cc1)N1CCCCC1	0.0	-2	3	1.7
64	C=CCSCC1Nc2cc(Cl)c(S(N)(=O)=O)cc2S(=O)(=O)N1 (stereo not given)	0.0&0.2	-9&14	-1	2.0&-3.0
62	Cc1ccc(-n2nc3c(c2NC(=O)c2ccc(C(C)(C)C)cc2)CSC3)c(C)c1	-0.1	8	4	0.8
16	CCOC(=O)c1ccc(NS(=O)(=O)c2ccc(OCC(=O)OC)c(C)c2)cc1	0.0	3	3	2.7
6	NC1CCN(Cc2ccn(-c3ccnc(Nc4ccc(N5CCOCC5)cc4)c3)n2)CC1	0.6	13	-5	1.3

Further records
entry	SMILES	FBW7 act	MITF primary	TEAD-YAP block	GPR151 ag
76	CCN(CC)S(=O)(=O)c1ccc(N/N=C(\C)c2ccc(OC)cc2O)c([N+](=O)[O-])c1	-0.1	0	-3	0.3
77	CCOC(=O)c1cc2c(N)[nH]nc2[nH]c1=O	-0.1	-5	10	-0.7
78	COc1ccc(Cl)cc1NC(=O)C(C)n1nc(C)c([N+](=O)[O-])c1C (stereo not given)	0.1	-6	-3	3.4
79	CC1CCCC(NC(=O)C2N(Cc3ccccc3)C(=O)C3C(C(=O)Nc4ccc(F)c(Cl)c4)C4C=CC32O4)C1C (stereo not given)	0.2	3	-3	0.4
80	COc1ccc(N2C(=O)C3C4c5ccccc5C(CO)(c5ccccc54)C3C2=O)cc1 (stereo not given)	-0.2	0	-2	-1.0
81	Cc1ccc2nc(-c3ccccc3)cc(C(=O)Nc3ccc(Cl)c(Cl)c3)c2c1	0.0	11	7	-1.4
82	CC(C)NC(=S)N/N=C/c1c[nH]c2ccccc12	0.1	-6	-19	0.8
83	COc1ccc(-n2c(CNC(=O)c3ccc(S(=O)(=O)N(C)C)cc3)n[nH]c2=S)cc1	-0.3	-14	5	1.5
84	CCOC(=O)C1(c2ccccc2)NC(c2ccc(F)cc2)C2C(=O)N(CC)C(=O)C21 (stereo not given)	0.1	-4	5	-0.8
85	Cc1ccc2cc(C=O)c(=O)[nH]c2c1C	0.8	-6	7	0.5
86	CN(C)c1cccc(Nc2nc(NCCCN3CCCC3=O)c3ncn(CCN4CCCC4=O)c3n2)c1	-0.1	11	1	2.0
87	CN(C)c1ccc(/C=C/C(O)=C2/C(=O)N(C)C3(C)CC2c2ccccc2O3)cc1 (stereo not given)	0.1	-2	2	0.5

Not a hit list, and some 3.4% of all compounds hit somewhere here.
